# T cell HTS = T cell immune modulators affecting CD8 T cell-vesicle binding | 2C CD8+ T cell-vesicle binding, flow cytometry; hits give low values | calls only at 7 µM | 330,000 tested, 0.068% active;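 active = response, share of CD8 T cells binding vesicles, and their 90th percentile fluorescence all below set limits, cut at about 80% in these data, passing the limit was not always enough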
#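 material = purified 2C TCR transgenic mouse naive CD8+ T cells | controls = Unloaded micro-vesicles (low), QL9 vesicles with 0.7% DMSO (high) | detection = cytometric PE anti-B7-1 and Alexa647 anti-CD8 signals after 1% paraformaldehyde fixation | incubation = binding step 1.5 h, 37 °C, antibody labelling 20 min, ice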
# M1AAP inhibition = P. falciparum M1AAP inhibitors, biochemical, fluorogenic H-Leu-NHMec substrate, 1536-well (AID 1445) | recombinant M1AAP, H-Leu-NHMec fluorogenic kinetic assay; higher % means a stronger effect | 220,000 tested, 0.42% active | inhibition, % at 30 µM, or IC50 in µM where a hit was titrated;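 active = primary inhibition above the hit cutoff, then over 50% inhibition at one or more dose response concentrations, cut at about 23% in these data, passing the limit was not always enough; inconclusive = conflicting primary data, or primary hits not chosen for dose response; inactive = low primary inhibition, or under 50% at every dose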;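 note: plate controls were DMSO full reaction for no effect and no enzyme background for full effect; strong numbers were not always called active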
# West Nile antiviral = inhibition of WNV-induced cytopathic effect – cell-based, CPE readout (AID 1621); West Nile virus-infected cells, CPE inhibition; higher % means a stronger effect; CPE inhibition, % at 10 µM, or IC50 in µM where a hit was titrated; 290,000 tested, 0.02% active; in the data active = a potency from the dose series; inconclusive = CPE inhibition mostly from about 3.7% at the one dose, without a potency; inactive = the rest, 99 in 100 with CPE inhibition below about 2.2%; note: strong numbers were not always called active
# M17LAP inhibition = P. falciparum M17LAP inhibitors, primary screen, biochemical, fluorogenic H-Leu-NHMec substrate, 1536-well (AID 1619); recombinant M17LAP, H-Leu-NHMec fluorogenic kinetic assay; higher % means a stronger effect; inhibition, % at 30 µM; hits with a dose series show IC50 in µM; 220,000 tested, 0.38% active;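 active = compound inhibiting the enzyme by more than half at any dose during confirmatory dose-response retesting; inconclusive = strong single-dose inhibitors picked by rank but not retested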;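 note: plate controls were full reaction with DMSO carrier for no effect and no enzyme background for full effect; strong numbers were not always called active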
# RSV CPE inhibition = inhibition of RSV-induced cytopathic effect – HEp-2 cells, primary 10 µM value included (AID 2391). 310,000 tested, 0.13% active. HEp-2 cells, RSV-induced CPE inhibition; higher % means a stronger effect. one-dose CPE inhibition, % at 10 µM; IC50 in µM for titrated hits; in the data active = a potency from the dose series; inconclusive = CPE inhibition mostly from about 23% at the one dose, without a potency; inactive = the rest, 99 in 100 with CPE inhibition below about 21%; note: strong numbers were not always called active
# K1F lysis inhibition = inhibition of K1F phage lysis, E. coli UTI89, bacterial capsule biogenesis inhibitors, alamar blue (AID 488966). E. coli UTI89 K1F phage lysis, alamar blue, 2 h; higher % means a stronger effect. inhibition, % at 100 µM; hits with a dose series show IC50 in µM. 340,000 tested, 0.02% active;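 active = phage lysis inhibition, versus mean bacterial control, above a set limit; inconclusive = no clear call, values can overlap the other calls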;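 note: capsule biogenesis inhibitors block K1F phage lysis so surviving cells raise fluorescence; higher fluorescence means more inhibition of phage lysis; actives were called in the ten point dose series up to 300 µM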
# TNAP activation fold = human TNAP enzyme activators, primary screen, biochemical, luminescent, no phosphate acceptor, uHTS (AID 1001). purified TNAP, luminescent activation assay, no phosphate acceptor; higher activation fold means a stronger effect. activation fold at 20 µM; hits with a dose series show EC50 in µM. 200,000 tested, 0.03% active; in the data active = activation fold from about 3, or a potency from the dose series; inactive = the rest, 99 in 100 with activation fold below about 1.6; note: many of its hits are not listed in these tables
# human PMI inhibition = inhibitors of human PMI, primary screen, biochemical, fluorescence intensity, coupled assay (AID 1209); inhibition, % at 20 µM; hits with a dose series show IC50 in µM; 190,000 tested, 0.42% active; purified PMI enzyme, coupled fluorescence intensity; higher % means a stronger effect;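 note: plate controls were DMSO vehicle for no effect and wells lacking substrate for full effect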
# human PMI inhibitors = MPI inhibition at elevated mannose 6-phosphate – biochemical, fluorescence intensity, high mannose 6-phosphate, primary screen (AID 1220) | 190,000 tested, 0.66% active | inhibition, % at 20 µM, or IC50 in µM where a hit was titrated | recombinant PMI enzyme, coupled fluorescence intensity; higher % means a stronger effect
# T cell HTS vesicle-bound % = also measured in T cell HTS; calls as there; double positive events, %; measured here: CD8+ vesicle-bound cell fraction;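 binding gate set so that unloaded-vesicle control wells show 10% double positive cells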
# * = called active by the depositor; i = inactive; ? = inconclusive; . = not tested or not shown; [ ] = another dose, or the depositor's remark. Cut-off read from the data, not from the text of the source, unless noted: active = inhibition above about 50%; inactive = the rest. No enrichment for hits (roughly 1.5% active in at least one column).
SMILES,T cell HTS,T cell HTS vesicle-bound %,M1AAP inhibition,West Nile antiviral,M17LAP inhibition,RSV CPE inhibition,K1F lysis inhibition,TNAP activation fold,human PMI inhibition,human PMI inhibitors
O=C(CCCc1c[nH]c2ccccc12)NCCc1c[nH]c2ccccc12,i,26,.,-0.6%,.,7.6%,0.1%,.,.,.
CCOC(=O)c1c(C)oc2ccc(O)c(CN3CCCCC3)c12,i,4,5%,0.5%,19%,-1.2%,1.0%,1.1,6%,6%
CC1(C)CC2(CCO1)N1CC3(C)CN2CC(C)(C1)C3=O (stereo not drawn),i,11,.,0.1%,.,-1.5%,-0.2%,.,.,.
COc1ccccc1C(=O)N/N=C/c1cnc2ccccc2n1,i,9,14%,-0.1%,7%,3.2%,1.6%[50 µM],0.9,-8%,-4%
C/C(=N\Nc1cccc([N+](=O)[O-])c1)c1ccccc1O,i,1,0%,-0.4%,-2%,?,0.3%,1,-43%,-26%
CC(=O)OC(COc1cccc(C)c1)Cn1cnc2ccccc21 (stereo not drawn),i,55,-1%,-0.5%,-5%,?,-0.1%,1,7%,13%
O=C(Cn1ncc2c([nH]c3ccccc32)c1=O)N1CCc2ccccc2C1,i,60,.,-0.8%,.,4.4%,0.3%,.,.,.
O=C(Cc1ccc(Br)cc1)NCCCn1ccnc1,i,58,.,0.3%,.,0.6%,1.0%,.,.,.
Cc1ccc(CNC(=O)C2CCCN(c3ncnc4c3nc3n4CCCCC3)C2)cc1 (stereo not drawn),i,10,.,0.2%,.,1.2%,0.0%,.,.,.
Cc1ccc(CNC(=O)CSc2nc3ccccc3[nH]2)cc1,i,56,.,-0.7%,.,1.6%,0.0%,.,.,.
COc1cc(NC2=CC(=O)CC(C)(C)C2)cc(OC)c1OC,i,39,2%,1.2%,17%,-1.0%,1.6%,1.1,15%,9%
CC1(C)Cc2c(C#N)c(N)n(-c3ccccc3)c(=S)c2CO1,i,4,8%,0.2%,18%,2.3%,.,.,.,.
COc1ccc2[nH]c(=O)c(CN(CCO)C(=O)c3cccs3)cc2c1,i,10,7%,-0.1%,-19%,0.9%,2.5%,1.1,0%,1%
CC(C(=O)Nc1cccc([N+](=O)[O-])c1)N1C(=O)NC2(CCCC2)C1=O (stereo not drawn),i,22,.,-0.5%,.,1.4%,0.4%,.,.,.
CN1C(=O)/C(=C\c2ccccc2)Sc2ccc(C(=O)N3CCN(c4ccccn4)CC3)cc21,.,.,7%,-0.7%,11%,.,.,1,15%,8%
CCCc1ccc(Oc2cn[nH]c2-c2ccc(O)cc2O)cc1,i,51,6%,0.0%,3%,10%,-0.6%,1.5,5%,6%
C=CCNC(=O)c1ccc(S(=O)(=O)CC)c(Cl)c1Cl,i,40,16%,-0.1%,-2%,2.1%,0.4%,1,-5%,-8%
CCOC(=O)COc1cc(Br)c(/C=N/Nc2ccccc2)cc1OC,i,30,11%,.,2%,-1.4%,-0.8%,1.1,-31%,-75%
Cc1c(CC(=O)O)c(=O)oc2c(C)c(OCc3ccc(F)cc3F)ccc12,i,30,.,0.0%,.,2.4%,-0.2%,.,.,.
CC(C)Cc1ccc(CN2CCCC(NC(=O)c3cccc(-n4cnnc4)c3)C2)cc1 (stereo not drawn),i,18,.,-1.2%,.,1.8%,-0.2%,.,.,.
CSc1cccc(NC(=O)CNC(=O)C2CCCCC2)c1,i,42,.,-0.1%,.,0.4%,1.6%[50 µM],.,.,.
c1ccc(OCc2ccc(CCCN3CCOCC3)cc2)cc1,i,29,.,-1.3%,.,2.2%,0.6%[50 µM],.,.,.
COC(=O)c1cccc(NC(=S)Nc2ccc(Cl)c(Cl)c2)c1,i,29,4%,-0.8%,-1%,0.1%,-1.3%,.,.,.
COc1ccc(NS(=O)(=O)c2cccc(NC(=O)NCCCl)c2)cc1,i,53,2%,-0.4%,0%,6.0%,0.7%,1.1,-23%,-9%
CCN1C(=O)c2cccc3c(S(=O)(=O)NCC4CCCO4)ccc1c23 (stereo not drawn),i,18,9%,1.0%,-11%,0.7%,-0.1%,.,.,.
CCOC(=O)c1ccccc1NC(=O)c1ccc(NS(C)(=O)=O)cc1,i,35,13%,0.8%,4%,0.1%,0.2%,1.1,11%,8%
O=C(c1ccccc1F)N1CCN(c2ccccc2F)CC1,i,33,3%,-0.5%,5%,2.2%,0.3%,1,-3%,3%
CC(=O)N1CCN(c2ccc(NC(=O)c3cccc(OCc4ccccc4)c3)cc2)CC1,i,9,-2%,0.2%,-8%,2.0%,0.6%,1.1,8%,16%
C1CN(CC2CCN(c3nc4nonc4nc3N3CCSCC3)CC2)CCO1,i,51,3%,-0.3%,5%,-2.3%,-1.9%,1,16%,9%
Cc1ncc(CSc2nccc(=O)[nH]2)c(CO)c1O,i,24,.,0.4%,.,-0.2%,-0.1%,.,.,.
CCOc1ccc(NC(=S)N=Nc2c(O)[nH]c3ccccc23)cc1,i,25,4%,-1.2%,-7%,3.1%,1.7%,1,-4%,-15%
COc1cccc(COc2ccc3c(C)cc(=O)oc3c2)c1,i,56,.,-1.0%,.,1.5%,0.0%,.,.,.
O=C(c1ccc(Cl)s1)N1CCN(c2ccccc2)CC1,i,43,9%,-0.7%,-8%,0.6%,7.5%,1.1,-7%,-16%
Cc1occc(=O)c1OC(=O)Nc1ccccc1,i,53,-10%,0.1%,-4%,1.0%,1.4%,1.1,-1%,4%
O=C(NNC(=O)C12CC3CC(CC(C3)C1)C2)c1cccc([N+](=O)[O-])c1,i,41,.,-1.0%,.,1.4%,1.7%,.,.,.
COc1ccc(C2=NOC(C(=O)N(C)Cc3ccccc3)C2)cc1 (stereo not drawn),i,59,1%,0.2%,8%,1.2%,3.4%,1.1,2%,1%
CCOc1cc(/C=C2\C(=N)N3N=C(C)SC3=NC2=O)ccc1OCCOc1ccccc1,i,22,.,-0.3%,.,0.6%,-0.5%,.,.,.
CCC1(CC)Cc2ccccc2C(CC(=O)N2CCOCC2)=N1,i,4,5%,-0.1%,11%,-0.2%,1.2%,1.2,-32%,-55%
Cc1ccc(C)c(OCC(=O)Nn2c(C)nc3ccccc3c2=O)c1,i,25,-1%,-0.1%,-5%,-0.4%,-0.6%,1,-16%,-2%
COCC(=O)NC1CC(C)(C)Cc2c1cnn2-c1ccc(F)cc1 (stereo not drawn),i,60,.,0.1%,.,1.3%,-1.4%,.,.,.
CCN1CCN(C(c2ccc(F)cc2)c2nnnn2Cc2cccs2)CC1 (stereo not drawn),i,57,4%,-0.5%,2%,0.7%,5.1%,1,5%,6%
Cc1ccc(NC(=O)CC2SC(=Nc3ccc(O)cc3)NC2=O)cc1 (stereo not drawn),i,58,12%,-0.6%,11%,-1.1%,-2.4%,0.8,-3%,-2%
O=C(NCc1nnc2c(C(F)(F)F)cc(Cl)cn12)c1ccco1,i,26,.,0.4%,.,1.4%,0.1%,.,.,.
CCN(C(=O)CCc1nc(-c2ccccc2F)no1)c1cc(OC)ccc1OC,.,.,3%,-0.2%,0%,.,0.2%,1.1,14%,15%
Cn1cc(/C=C2\SC(=O)NC2=S)c2ccccc21,i,26,7%,-0.3%,2%,2.7%,0.2%,0.6,38%,45%
CCOC(=O)CNC(=O)CSc1nc(-c2ccccc2)ns1,i,45,7%,0.2%,7%,0.7%,0.0%,1.1,34%,5%
Cc1ccc(NC(=O)COC(=O)CCCC2=NS(=O)(=O)c3ccccc3N2)cc1C,i,10,.,0.1%,.,1.8%,1.6%,.,.,.
CCOC(=O)N1CCN(c2ccc(C(=O)CC)cc2F)CC1,i,24,2%,-0.5%,18%,1.7%,0.3%,1.1,4%,6%
COCC(C)NC(=S)Nc1ccccc1[N+](=O)[O-] (stereo not drawn),i,31,5%,-0.5%,1%,-0.6%,0.3%,1,5%,14%
CCOC(=O)N1CCN(C(=O)Nc2ccc3nc(C)sc3c2)CC1,i,31,6%,-0.3%,8%,1.0%,1.3%,1.1,21%,17%
# Next records.
SMILES,T cell HTS,T cell HTS vesicle-bound %,M1AAP inhibition,West Nile antiviral,M17LAP inhibition,RSV CPE inhibition,K1F lysis inhibition,TNAP activation fold,human PMI inhibition,human PMI inhibitors
CCOc1ccccc1C(=O)N[C@H](C(=O)Nc1cc(S(=O)(=O)N(C)C)ccc1OC)C(C)C,i,20,-1%,-0.5%,-5%,0.0%,0.2%,1.1,-2%,6%
Cc1cccc(OCc2nnc(SCC(=O)N3CCCC3)o2)c1,i,16,.,-1.1%,.,1.6%,1.0%,.,.,.
CCN1CCN(Cc2nnc(-c3ccc(C)cc3)o2)CC1,i,7,.,0.0%,.,-0.1%,-1.2%[50 µM],.,.,.
Cc1cccc(/N=C/c2c(O)c3ccccc3oc2=O)n1,i,36,3%,-0.1%,6%,0.1%,0.5%,1.1,3%,-11%
CCC1=C([N+](=O)[O-])C(c2ccc3c(c2)OCO3)NC(=O)N1 (stereo not drawn),i,54,.,0.2%,.,-0.2%,0.3%,.,.,.
Cc1nnc(SCC(=O)NCc2ccco2)[nH]c1=O,i,57,6%,-0.4%,-4%,1.7%,0.5%,1,9%,8%
CCOc1ccc(NC(=O)C(C)N2C(=O)c3ccccc3C2=O)cc1 (stereo not drawn),i,43,.,-0.3%,.,0.1%,0.3%,.,.,.
O=C(Cn1nnc(-c2ccccc2F)n1)Nc1ccc2c(c1)OCO2,i,31,2%,-0.5%,-1%,-0.3%,3.2%,1.1,17%,12%
COc1cc(NC(=O)c2ccc3c(c2)OCCO3)ccc1NC(=O)c1cccs1,i,47,9%,1.0%,-9%,0.0%,0.5%,1,1%,0%
COC(=O)c1sccc1OCc1cccc(OC)c1,i,54,-2%,-0.4%,-2%,1.8%,0.7%,1.2,11%,2%
CC1=CC(c2ccccc2)n2nc(NC(=O)CCCC(=O)O)nc2N1 (stereo not drawn),i,53,.,0.3%,.,3.3%,0.0%,.,.,.
CC(C)C(=O)Nc1c(-c2ccccc2Cl)c(=O)c2ccccc2n1C,i,44,.,-0.5%,.,0.3%,0.0%[50 µM],.,.,.

# A section from the list above:
SMILES,T cell HTS,T cell HTS vesicle-bound %,M1AAP inhibition,West Nile antiviral,M17LAP inhibition,RSV CPE inhibition,K1F lysis inhibition,TNAP activation fold,human PMI inhibition,human PMI inhibitors
CC1=CC(c2ccccc2)n2nc(NC(=O)CCCC(=O)O)nc2N1 (stereo not drawn),i,53,.,0.3%,.,3.3%,0.0%,.,.,.
CC(C)C(=O)Nc1c(-c2ccccc2Cl)c(=O)c2ccccc2n1C,i,44,.,-0.5%,.,0.3%,0.0%[50 µM],.,.,.
